PfHsp90 yeast 2: growth inhibition of PfHsp90-expressing yeast, primary screen, antimalarial PfHsp90 inhibitor project, S. cerevisiae, BacTiter-Glo luminescence, single point, set 2; BacTiter-Glo ATP, 48 h; yeast lacking PDR1 and PDR3 efflux regulators; inhibition, % at 9.4 µM; hit rate 0.32% among 310,000; AID 504621, 2011;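 active = every replicate shows inhibition above about 80%, whatever the replicate mean, limit read from the data; inconclusive = mean inhibition reaches the set limit but some replicate falls short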;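 also: 0% = DMSO neutral controls and 100% = 20 µM radicicol positive controls; yeast relying on Plasmodium falciparum Hsp90 in place of its own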
Arrestin-AP2 inh: inhibitors of beta-arrestin/AP2 binding, primary screen, biochemical, GPCR trafficking, flow cytometry | hit rate 0.31% among 340,000 | FITC-arrestin peptide / GST-AP2 beads; AP2 beta2 appendage carries R879A mutation | inhibition, % at 10 µM | beta-arrestin 1 C-terminal peptide binding to AP2 beta2-adaptin appendage (human) | AID 504490, 2011;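 active = inhibition above a set limit, near 3 SD of compounds lacking own fluorescence, cut at about 54% in these data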;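 also: plate controls were DMSO wells for no effect and 5 µM unlabelled arrestin peptide for full effect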
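Assay system: GST-AP2 R879A bound to glutathione beads, E. coli-expressed; Medium: PBS with 0.05% Tween 20 and 0.1% BSA; Also added: fluorescein-tagged arrestin peptide at 50 nM final; Timing: 12 min plus 1 h, RT; Measured by: flow cytometry, FL1 (488/535 nm); Evaluation: percent drop in bead-associated FITC signal.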
Tat export inh: E. coli Tat export inhibitors, primary screen, MC4100, TorA-mCherry reporter, fluorescence, single point. inhibition, % at 10 µM. hit rate 0.036% among 340,000. AID 488895, 2010;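 active = mean replicate inhibition at least 50% and at least half of replicates individually reaching 50%; inconclusive = only one of the two criteria met; inactive = neither criterion met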;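 also: exported cargo escapes ClpAP degradation while cytoplasmic cargo is degraded and loses fluorescence; 0% = median of neutral control wells and 100% = median of NaSCN control wells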
Ecoli viability: E. coli V3065 growth inhibition, primary screen, counter-screen for AddAB inhibitor project, absorbance, OD600. 18 h. inhibition, % at 11.9 µM. hit rate 0.27% among 330,000;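 active = inhibition above the campaign's mean inhibition across all tested compounds plus 3 SD, cut at about 9.9% in these data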;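 also: uninfected addAB+ strain grown without phage in ampicillin broth; 0% = DMSO wells and 100% = ciprofloxacin 0.95 µg/ml wells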
Pemphigus Ab inh: inhibitors of pemphigus antibody binding to DSG3, primary screen, biochemical, bead-based, flow cytometry, scFv-GFP. binding (percent of control), % at 10 µM. DSG3-coupled beads, scFv-anti-DSG3-GFP binding; active compounds read low. Desmoglein-3 (Homo sapiens), P32926. AID 588358, 2011. hit rate 0.48% among 310,000;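 active = binding more than 3 SD below its plate's average and above zero; inconclusive = below that plate limit but binding exactly zero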;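 also: hits lower antibody fragment binding to DSG3; some compounds called inactive have numbers as strong as hits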
PKA-R1A act: activators of PKA-R1A holoenzyme, primary screen, biochemical, fluorescence polarization, Cy5-IP20, bovine R1A, mouse PKAc | activation, % at 11.4 µM | PKA-R1A dissociation; scaled: DMSO 0%, 113 µM cGMP 100% | AID 504707, 2011 | hit rate 0.083% among 340,000 | cAMP-dependent protein kinase type I-alpha regulatory subunit (Bos taurus) + …;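 active = percent activation above the mean of all tested compounds plus 3 SD, cut at about 19% in these data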;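 also: higher means more PKAc released from R1A so a rise in polarization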
AddAB inh: growth inhibition of E. coli expressing H. pylori AddAB, primary screen, AddAB inhibitor project, absorbance | inhibition, % at 11.9 µM | hit rate 0.29% among 330,000; in the data active = inhibition above about 12%;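 also: 0% = vehicle wells of infected cells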
MOR-DOR inv ag: inverse agonists of MOR-DOR heterodimerization, primary screen, cell-based, luminescence. cell-based MOR-DOR heterodimer luminescence, inverse agonism. inhibition, % at 9.3 µM. hit rate 0.21% among 340,000. AID 504357, 2011; in the data active = inhibition above about 22%, passing the limit was not always enough;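 also: 0% = cells with DMSO and 100% = wells without cells with DMSO; values of inactives mirror those of a sister screen read the other way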
Target sequence (P35372 whole entry, looked up): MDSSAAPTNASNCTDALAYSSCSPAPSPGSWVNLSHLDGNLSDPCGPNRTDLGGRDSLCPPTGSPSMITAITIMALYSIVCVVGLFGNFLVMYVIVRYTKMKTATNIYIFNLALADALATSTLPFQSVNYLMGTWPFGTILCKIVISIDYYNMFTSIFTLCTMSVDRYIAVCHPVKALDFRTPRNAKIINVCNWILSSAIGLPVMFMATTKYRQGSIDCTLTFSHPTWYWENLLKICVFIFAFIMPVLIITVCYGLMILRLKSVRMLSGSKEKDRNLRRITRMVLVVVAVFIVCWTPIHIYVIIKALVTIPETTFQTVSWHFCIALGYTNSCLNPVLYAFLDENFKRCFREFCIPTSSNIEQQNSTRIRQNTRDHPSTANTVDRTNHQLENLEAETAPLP
Target sequence (P41143 whole entry, looked up): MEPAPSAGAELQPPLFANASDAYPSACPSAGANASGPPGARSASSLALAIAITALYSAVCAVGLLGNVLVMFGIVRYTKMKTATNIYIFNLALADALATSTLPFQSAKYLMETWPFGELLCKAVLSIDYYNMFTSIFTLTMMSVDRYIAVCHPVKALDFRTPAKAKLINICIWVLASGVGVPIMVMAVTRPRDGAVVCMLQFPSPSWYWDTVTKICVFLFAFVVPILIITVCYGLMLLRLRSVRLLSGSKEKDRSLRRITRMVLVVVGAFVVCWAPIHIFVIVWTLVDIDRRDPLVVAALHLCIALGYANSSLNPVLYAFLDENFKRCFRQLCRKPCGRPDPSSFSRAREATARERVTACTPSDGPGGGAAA
MOR-DOR ag: agonists of OPRM1-OPRD1 heterodimerization, primary screen, cell-based, luminescence | cells | activation, % at 9.3 µM | hit rate 0.3% among 340,000; in the data active = activation above about 18%;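 also: 0% = vehicle-treated cells and 100% = reference agonist; values of inactives mirror those of a sister screen read the other way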
SUMO Mot1 rescue: yeast Mot1-301 growth rescue at high temperature, primary screen, SUMOylation pathway inhibitor project, S. cerevisiae, ATP luminescence, 38.5C; hit rate 1% among 320,000; S. cerevisiae Mot1-301 growth rescue; percent above DMSO median, 100 means doubled; growth rescue, % at 18.8 µM;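 active = every valid replicate shows activation above 250% relative to neutral control wells; inactive = the rest, any valid replicate at or below 250%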;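 also: OY570 slx delta 5 strain wells were the positive control but not used for scaling; some compounds called inactive have numbers as strong as hits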
phage Ecoli inh: growth loss of phage-infected E. coli, primary screen, RecBCD inhibitor project, absorbance, with phage, HTS. inhibition, % at 11.9 µM. hit rate 0.26% among 360,000. AID 651602, 2012; in the data active = inhibition above about 11%
* hit, by the source's call; ? = inconclusive; · = not tested or not shown.

SMILES	PfHsp90 yeast 2	Arrestin-AP2 inh	Tat export inh	Ecoli viability	Pemphigus Ab inh	PKA-R1A act	AddAB inh	MOR-DOR inv ag	MOR-DOR ag	SUMO Mot1 rescue	phage Ecoli inh
Brc1cc2c(cc1Br)OCCOCCOCCOCCO2	28.1	39.5	-4.0	3.4	100.2	6.0	2.7	12.9	-2.6	5.1	0.9
CCOc1ccc(/C=N/NC(=O)c2cc(-c3ccccc3)nc3ccccc23)cc1O	24.3	11.2	-3.1	-3.2	98.5	-6.6	0.7	9.3	-1.9	9.5	2.8
Cc1cccc(N2C(=O)CN(Cc3cccs3)C2=S)c1	18.8	-17.2	7.6	-1.6	·	-3.5	3.8	-17.2	3.8	8.7	0.5
CC(O)Cn1nc([N+](=O)[O-])nc1N (stereo not drawn)	·	11.7	-5.0	0.2	113.1	-2.6	1.4	-0.8	0.2	6.4	-1.3
CC(OC(=O)CCc1nc2ccccc2c(=O)[nH]1)C(=O)c1ccc(Br)cc1 (stereo not drawn)	-0.9	2.7	-7.6	0.1	111.2	1.2	0.5	1.3	-0.2	-12.1	3.1
c1ccc(Nc2cc(-c3ccccc3)nc3ncnn23)cc1	17.4	10.9	?	-2.7	·	-10.5	0.1	9.1	-1.7	0.7	2.9
CSc1ccccc1NC(=O)CN(C)C(C)C(=O)NC(=O)NC1CCCCC1 (stereo not drawn)	10.4	22.3	13.0	0.8	102.8	-4.1	1.2	3.9	-0.8	-15.2	2.7
O=C(Cn1cc(F)c(=O)[nH]c1=O)NCCO	-8.6	·	-2.7	-1.1	101.0	3.6	1.4	1.9	-0.3	3.3	2.7
O=C(NCC1CCCN(C(=O)c2cccnc2)C1)c1ccc(-c2ccccc2)cc1 (stereo not drawn)	·	42.5	4.3	0.2	123.2	1.3	1.0	8.6	-1.6	35.0	2.5
COCCNC(=O)/C(C#N)=C/c1ccc(SC)cc1	-4.0	-4.7	3.4	-2.4	80.5	·	0.6	·	·	-4.4	3.2
Cn1cnc(C(=O)N2CCN(C(=O)OC(C)(C)C)CC2)c1C(=O)N1CCN(C(=O)OC(C)(C)C)CC1	3.8	-11.1	-4.3	-0.2	97.2	-6.2	0.1	9.4	-1.7	-12.9	-1.0
O=C(CNC(=O)c1ccccc1)N/N=C/c1ccc([N+](=O)[O-])o1	0.5	5.9	0.0	22.7*	98.8	-13.5	27.5*	-24.0	3.5	-7.0	20.2*
CCOC(=O)c1cc2c(ccn2C)n1Cc1ccccc1C	1.3	-0.5	-1.4	-1.6	106.7	-11.2	1.3	-9.9	1.8	247.4	-2.9
O=C(Nc1cnccn1)c1cccc(C(F)(F)F)c1	-4.0	-4.0	1.4	-0.2	98.3	6.8	-1.2	6.3	-1.2	-6.2	2.3
CCOC(=O)C1=C(C)Nc2ncnn2C1c1cc(Br)ccc1F (stereo not drawn)	4.1	4.8	?	-2.3	106.8	-22.1	2.4	-22.7	4.0	-12.4	3.8
O=C(NCCCN1CCCC1=O)c1ccc2c(c1)NC(=O)C(N1CCOCC1)S2 (stereo not drawn)	2.1	0.5	-2.1	·	108.2	-7.1	·	9.8	-1.7	·	-0.5
Cc1cccc(C(=O)NC(=S)NNC(=O)COc2ccc(Cl)cc2)c1	1.0	7.7	-2.6	·	93.8	7.5	·	-10.5	2.0	·	0.6
CCOP(=O)(OCC)C(NC(=O)Nc1ccc(Cl)cc1)C(N)=O (stereo not drawn)	4.1	-2.4	-43.8	1.6	98.1	-1.6	-0.5	11.7	-1.9	4.9	3.8
COc1ccccc1/C=N/NC(=O)Cn1cnc([N+](=O)[O-])n1	16.0	-6.2	-8.5	-1.2	85.4	0.7	0.7	2.0	-0.4	17.3	3.3
CN(C)CCCN(C(=O)CCOc1ccccc1)c1nc2c(F)cccc2s1	-37.7	3.0	-2.7	·	92.4	-6.5	·	25.3	-4.8	·	2.1

phage Ecoli inh: hit marks shown above.
Structure	Arrestin-AP2 inh	Tat export inh	Pemphigus Ab inh	PKA-R1A act	MOR-DOR inv ag	MOR-DOR ag	SUMO Mot1 rescue	phage Ecoli inh
O=C(CNC(=O)c1ccccc1)N/N=C/c1ccc([N+](=O)[O-])o1	5.9	0.0	98.8	-13.5	-24.0	3.5	-7.0	20.2*

Further structures:
SMILES	PfHsp90 yeast 2	Arrestin-AP2 inh	Tat export inh	Ecoli viability	Pemphigus Ab inh	PKA-R1A act	AddAB inh	MOR-DOR inv ag	MOR-DOR ag	SUMO Mot1 rescue	phage Ecoli inh
Cc1cccc(-c2nnc(SCC(=O)Nc3cc(C)on3)n2C)c1	4.1	53.7	9.3	1.6	106.9	-10.1	2.2	7.9	-1.4	13.0	2.0
Cc1ccc(-c2cc(C(F)F)nc3sc4c(=O)[nH]cnc4c23)cc1	-30.3	-1.4	-7.8	-1.6	·	-4.2	-1.3	5.1	-1.3	-12.6	3.5
CCc1ccccc1NC(=O)CCS(=O)(=O)c1ccc2c(c1)CCCN2C(C)=O	14.4	4.4	-6.4	1.3	99.2	-0.8	3.2	9.0	-1.8	-3.3	2.7
Cc1ccc(C2(C)NC(=O)N(CC(=O)Nc3ccc4[nH]c(=O)[nH]c4c3)C2=O)cc1 (stereo not drawn)	4.2	6.7	-13.6	3.3	92.9	-14.2	4.0	15.6	-3.0	1.2	4.3
CCOc1ccc(CN2CCN(Cc3nc4c(s3)CCCC4)CC2CCO)cc1 (stereo not drawn)	-0.1	6.2	-10.2	-0.2	108.7	2.9	-0.2	-4.8	0.7	-1.6	5.9
CCOc1cc2[nH]c(=O)n(CCc3ccc(OC)c(OC)c3)c(=O)c2cc1OCC	·	29.8	-4.8	0.7	·	3.1	0.8	10.5	-1.8	-14.8	3.3
COc1cccc(NC2=NC3(CCCCC3)N=C(N)N2)c1	-1.2	8.6	-9.9	-3.3	108.1	4.5	0.2	15.0	-2.7	-15.7	0.8
COC(=O)CSc1nc(N2CCCCC2)c2c(c1C#N)CCCC2	-21.9	26.6	3.1	1.2	98.9	-3.8	-0.2	-17.9	3.2	-1.4	3.6
Cn1c(OCc2ccc3c(c2)OCO3)nc2c1c(=O)n(Cc1ccc(Cl)c(Cl)c1)c(=O)n2C	3.4	-11.9	-0.7	-2.0	106.9	-13.5	1.2	14.3	-3.4	-26.6	1.7
COc1cccc(CN2CCNC(=O)C2CC(=O)N(C)CC2CCOCC2)c1 (stereo not drawn)	2.4	4.6	-1.5	0.3	111.7	-2.7	-1.3	11.1	-2.0	-0.3	0.3
COc1ccccc1NS(=O)(=O)c1cccc(C(=O)N/N=C/c2ccccc2OCC(=O)O)c1	21.5	-2.2	-4.3	0.2	108.1	-0.3	-1.2	9.8	-1.9	-18.3	-0.3
Cc1cccc(NC(=S)N(CCc2nc3cc(C)c(C)cc3[nH]2)Cc2cccnc2)c1	·	7.7	-6.1	1.1	95.6	-10.8	3.5	-13.8	2.3	-7.4	3.3
O=C(c1ccc(C(=O)N2CCN(c3ccccc3F)CC2)nc1)N1CCN(c2ccccc2F)CC1	-9.3	8.4	0.2	-1.9	104.4	-2.1	-0.8	15.8	-3.1	·	-0.1
COc1ccc(N2C(=O)N3[C@H](c4ccc(Br)cc4)[C@@H]4C(=O)N(C(C)(C)C)C(=O)[C@@H]4[C@]3(Cc3ccccc3)C2=O)cc1	-31.7	32.4	-2.1	3.1	104.5	-0.9	1.9	9.4	-1.7	4.2	1.1
Cc1ccc(S(=O)(=O)N2CCN(C(=O)c3ccc4nc[nH]c4c3)CC2)cc1	·	28.4	8.4	3.2	100.8	0.2	2.7	3.1	-0.5	-1.6	1.7
CCOC(=O)Nc1ccc2c(c1)N(C(=O)CCN1CCN(CCO)CC1)c1ccccc1S2	-6.0	5.8	-4.6	0.1	94.7	0.9	3.8	1.9	-0.3	4.1	2.7
COc1ccccc1N1CCN(C(=O)CCn2c(=O)[nH]c3ccccc3c2=O)CC1	2.2	9.5	3.3	0.5	100.5	-12.8	0.2	11.4	-2.3	-11.7	3.9
Cc1nn(C)c(C)c1C1C(C#N)=C(N)OC2=C1C(=O)CCC2 (stereo not drawn)	20.0	11.7	4.4	-1.9	99.3	0.0	-1.0	-7.4	1.2	311.2*	4.0
CC1=NOC(=O)/C1=C\c1ccc(-c2ccccc2Br)o1	-28.1	-7.5	-18.7	·	86.6	-2.1	·	-19.5	3.8	·	4.1
COc1ccc(NC(=O)c2ccc(NC3=NC4CS(=O)(=O)CC4S3)cc2)cc1 (stereo not drawn)	-13.2	-2.6	2.3	0.9	95.5	0.9	0.8	-7.6	1.3	8.6	1.8
O=C(NCCc1ccc(Cl)cc1)C(=O)Nc1cc2c3c(c1)CC(=O)N3CCC2	-2.1	-13.6	4.8	-1.3	102.9	-1.1	-0.5	6.1	-1.1	12.2	1.1
COc1ccc(CCNC(=O)c2cc(=O)[nH]c3ccc(Br)cc23)cc1OC	-6.2	45.6	-6.1	-0.3	94.6	8.1	-0.3	14.9	-3.0	1.4	2.9
COc1ccc(NC(=O)Nc2ccon2)c(OC)c1	-53.6	6.3	-9.7	-2.3	102.6	10.7	3.5	3.7	-0.5	-11.4	5.0
CC(C)C(=O)Nc1cccc(S(=O)(=O)c2cccc(NC(=O)C(C)C)c2)c1	0.7	10.1	-14.7	-1.2	105.5	2.6	2.1	-4.7	0.9	270.5	2.0
COc1ccccc1CNC(=O)COC(=O)c1ccco1	-8.3	4.1	-5.3	-0.5	102.9	2.1	0.3	19.7	-4.9	0.6	2.9
Cc1cccc(OCC(=O)Nc2ccccc2N2CCCCC2)c1	·	-5.6	6.6	-1.1	100.8	8.8	1.7	-12.4	2.4	-4.9	1.9
O=C1C(Cl)=C(Nc2ccccc2)C(=O)c2ccccc21	1.9	13.4	-6.3	-1.6	106.9	-7.1	2.6	-42.9	8.0	50.0	2.5
COCCNC(=O)CN(C(=O)CCC(=O)Nc1ccccn1)c1ccccc1OC	-22.9	-3.4	0.0	-0.6	120.4	-2.2	-1.3	12.8	-2.6	-21.1	-1.6
Cn1c(CN2CCCCC2)nc2cc(NC(=O)c3ccccc3Cl)ccc21	5.0	-8.3	-6.9	0.5	94.3	-7.8	-1.5	6.5	-1.2	13.0	2.5

Compound activity as filed in PubChem.

No enrichment for hits, and some 2.8% of all compounds hit somewhere here.
